hERG WT inh = qHTS for Inhibitors of KCHN2 3.1: Wildtype qHTS. U2OS, BacMam KCNH2, thallium flux FluxOr; hits give low values. activity change, % at 1.84 µM. actives 0.37% (n = 340,000). Voltage-gated inwardly rectifying potassium channel KCNH2 (Homo sapiens), Q12809;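 active means maximum activity change below -70%; inconclusive means maximum activity change between -70% and -50%; inactive means maximum activity change above -50%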; further: on the % scale 0 is the no-effect control and ±100 the full control effect
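U2OS cells transduced with wild-type KCNH2 virus are loaded with FluxOr dye for 45 min, and thallium flux is measured in kinetic reads before and after stimulation buffer. Rate constants are normalized to DMSO controls.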
Menin-MLL TR inh = qHTS Assay for Inhibitors Targeting the Menin-MLL Interaction in MLL Related Leukemias: Competition With Texas Red Labeled MLL-derived Mutant Peptide; O00255; Menin + Texas Red MLL mutant peptide, fluorescence polarization; Potency, µM (series often up to 61.6 µM), for the others: top-dose FP activity change, negative = inhibition, usual class: inhibitors; actives 0.23% (n = 270,000); AID 1768, 2009; active means well fitted inhibition curve with a large enough effect in the polarisation, with a control signal flat, not every such curve was filed as active; inconclusive means small, poorly fitted or top-dose-only effect, or effect the other way, or a change in a side signal; inactive means no such curve, though single readings can be large or run the other way; the % refers to the polarisation; further: potency means the concentration at half of the fitted maximal effect; % of control where 0% means no effect; many of its hits are not listed in these tables
Target sequence (O00255 whole entry, looked up): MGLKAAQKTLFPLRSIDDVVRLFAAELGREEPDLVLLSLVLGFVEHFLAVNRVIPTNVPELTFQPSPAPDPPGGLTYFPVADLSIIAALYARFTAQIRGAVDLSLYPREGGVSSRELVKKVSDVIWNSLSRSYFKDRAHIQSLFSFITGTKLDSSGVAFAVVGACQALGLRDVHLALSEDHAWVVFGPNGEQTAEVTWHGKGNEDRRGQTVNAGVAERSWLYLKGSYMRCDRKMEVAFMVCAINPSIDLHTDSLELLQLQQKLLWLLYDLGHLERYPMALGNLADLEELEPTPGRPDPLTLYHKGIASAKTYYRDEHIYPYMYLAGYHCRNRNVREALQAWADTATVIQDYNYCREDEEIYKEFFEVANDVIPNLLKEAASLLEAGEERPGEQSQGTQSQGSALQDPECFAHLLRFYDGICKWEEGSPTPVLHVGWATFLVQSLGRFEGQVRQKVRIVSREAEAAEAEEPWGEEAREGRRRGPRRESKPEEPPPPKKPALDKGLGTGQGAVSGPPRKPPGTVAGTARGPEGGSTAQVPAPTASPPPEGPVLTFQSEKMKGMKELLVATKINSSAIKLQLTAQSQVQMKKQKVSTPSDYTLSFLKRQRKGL
PKM2 act = qHTS Assay for Activators of Human Muscle isoform 2 Pyruvate Kinase; Pyruvate kinase PKM (Homo sapiens), P14618; purified PKM2, Kinase-Glo ATP luminescence, activation; response scale: 0% is enzyme alone, no compound; Potency, µM (series often up to 57.5 µM), without a hit: at the highest dose activation, most hits filed as activators; actives 0.34% (n = 260,000); further: potency means the concentration at half of the fitted maximal effect; on the % scale 0 is the no-effect control and ±100 the full control effect; nearly all actives have a fitted effect of over 55% in size
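hPK-M2, >95% pure; 0.1 mM ADP / 0.5 mM PEP final; imidazole pH7.2 buffer w/ 7 mM MgCl2, 50 mM KCl; 1 h RT; Kinase-Glo lum. Intermediate enzyme activity for dual inhibitor/activator qHTS.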
USP2a block = qHTS Assay for Inhibitors of Ubiquitin-specific Protease USP2a Using CHOP2 as the Reporter; AID 463254, 2010; Potency, µM (titrated, usually from 38.3 µM), inactives show at the top dose activity change, negative = inhibition, most hits filed as inhibitors; actives 0.01% (n = 330,000); USP2 core, Ub-CHOP2 coupled fluorogenic reporter, 485/531;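 further: potency means the concentration at half of the fitted maximal effect; plate controls were DMSO wells for no effect and full inhibition by NEM control for full effect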
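Cell-free coupled assay: 10nM USP2 core preincubated 30min RT with compound in Tris-HCl pH 8.0/CaCl2/CHAPS buffer, then 25nM Ub-CHOP2 and 25nM reporter substrate; fluorescence (Ex 485/Em 531) read after 60min RT, normalized to NEM inhibition, concentration-response curves fitted.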
TSHR antag = Antagonists of the Thyroid Stimulating Hormone Receptor: HTS campaign. TSHR-expressing cells, TSH-stimulated cAMP HTRF, 2 h; hits give low values. activity change, negative = inhibition, % at 11.5 µM. actives 0.2% (n = 330,000);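 active means activity change below a set negative limit, meaning inhibition stronger than a set level, cut at about -70% in these data; inconclusive means activity change between two set negative limits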; further: on the % scale 0 is the no-effect control and ±100 the full control effect
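TSHR-expressing cells were treated with compounds, then stimulated with TSH at EC80 (4nM final) for 2 hours at 37 deg C. Cellular cAMP was measured by HTRF competition between lysate cAMP and cAMP-d2 for a cryptate-labelled anti-cAMP antibody.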
ASM inhibitor = Inhibitors of Secretory Acid Sphingomyelinase (S-ASM): qHTS; Potency, µM (series often up to 57.5 µM), inactives show at the top dose activity change, negative = inhibition, usual class: inhibitors; actives 0.006% (n = 340,000); AID 504937, 2011; Sphingomyelin phosphodiesterase (Homo sapiens), P17405; placental ASM, HMU-PC fluorogenic substrate, 60 min; further: potency means the concentration at half of the fitted maximal effect
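Steps: dispense placental human ASM, pin compound, wait 10 min at room temperature, add HMU-PC0 substrate at 9 uM final, incubate 60 min at 37 °C, add stop solution raising pH to 10, read fluorescence.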
Eya2 phos inh = qHTS Assay for Inhibitors of the Phosphatase Activity of Eya2. Protein phosphatase EYA2 (Homo sapiens), O00167. recombinant Eya2, OMFP fluorescence dephosphorylation (OMFP is methylfluorescein phosphate). Potency, µM (series often up to 76.9 µM), for the others: at the highest dose activity, negative = inhibition, most hits filed as inhibitors. actives 0.006% (n = 330,000). AID 488837, 2010; further: potency means the concentration at half of the fitted maximal effect; on the % scale 0 is the no-effect control and ±100 the full control effect
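Eya2 (0.2 uM) preincubated 10 min at ambient with compound, then OMFP substrate added at 50 uM; 10 min reaction in 50 mM HEPES pH 7.5, 50 mM NaCl, 5 uM MgCl2, 0.05% BSA, 1 mM DTT. Fluorescence read at Ex 485/Em 525 nm.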
MBNL1-CUG inh = qHTS Assay for Inhibitors of MBNL1-poly(CUG) RNA binding; actives 0.036% (n = 280,000); TR-FRET MBNL1-His/biotin-(CUG)12 binding, 665/545 ratio; AID 2675, 2010; Muscleblind-like protein 1 (Homo sapiens), Q9NR56; Potency, µM (highest dose often 57.5 µM), without a hit: at the highest dose activity change, negative = inhibition, most hits filed as inhibitors; active means well fitted inhibition curve with a large enough effect in the signal ratio, with a control signal flat, not every such curve was filed as active; inconclusive means small, poorly fitted or top-dose-only effect, or effect the other way, or a change in a side signal; inactive means no such curve, though single readings can be large or run the other way; the % refers to the signal ratio; further: potency means the concentration at half of the fitted maximal effect; on the % scale 0 is the no-effect control and ±100 the full control effect
Target sequence (Q9NR56 whole entry, looked up): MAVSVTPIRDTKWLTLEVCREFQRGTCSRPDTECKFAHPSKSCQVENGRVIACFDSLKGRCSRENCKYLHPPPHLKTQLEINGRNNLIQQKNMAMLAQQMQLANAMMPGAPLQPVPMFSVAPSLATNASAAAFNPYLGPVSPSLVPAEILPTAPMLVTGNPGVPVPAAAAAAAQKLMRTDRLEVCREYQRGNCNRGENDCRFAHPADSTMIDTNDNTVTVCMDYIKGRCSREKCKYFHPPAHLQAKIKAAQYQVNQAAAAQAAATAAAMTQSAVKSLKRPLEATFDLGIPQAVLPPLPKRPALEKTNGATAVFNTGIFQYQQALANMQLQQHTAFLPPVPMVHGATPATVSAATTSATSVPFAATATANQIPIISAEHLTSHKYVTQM
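Inhibition of protein-RNA binding appears as loss of TR-FRET between terbium anti-His antibody on MBNL1-His and streptavidin-XL665 on biotin-(CUG)12. Activity is normalized to buffer-only and uninhibited-complex controls.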
Mito fusion act = qHTS Assay for Small Molecule Inhibitors of Mitochondrial Division or Activators of Mitochondrial Fusion. S. cerevisiae fusion-defective mutant growth rescue, CellTiterGlo 48 h. Potency, µM (doses to about 46.1 µM), for inactives: at the top dose growth rescue (activation), hits mostly activators. actives 0.23% (n = 320,000). AID 485298, 2010;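 further: potency means the concentration at half of the fitted maximal effect; % of control where 0% means no effect; nearly all actives have a fitted effect of over 45% in size; temperature-sensitive fusion mutants such as fzo1-1 at 37 °C on non-fermentable ethanol glycerol medium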
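Luminescent cell viability in 1536-well qHTS format served as the measure of rescued growth in ts fusion-mutant S. cerevisiae cultured on non-fermentable YPEG for 48 hours at 37C.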
GALK inh = qHTS Assay for Inhibitors of Human Galactokinase (GALK); Purified GALK, Kinase-Glo residual ATP luminescence; Potency, µM (highest dose often 57.5 µM), without a hit: at the highest dose activity change, negative = inhibition, hits mostly inhibitors; actives 0.007% (n = 270,000); AID 1868, 2009; further: potency means the concentration at half of the fitted maximal effect; on the % scale 0 is the no-effect control and ±100 the full control effect
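Luminescence from leftover ATP (Ultra-Glo luciferase/luciferin) served as read-out after a 1 h room-temperature reaction of 5 nM GALK with 35 uM ATP and 100 uM galactose.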
BCR signal inh = qHTS Assay to Find Inhibitors of Chronic Active B-Cell Receptor Signaling; ABC-DLBCL IkBa-CBG/CBR reporter, luminescence ratio, 4 h; AID 493014, 2011; actives 0.05% (n = 340,000); Potency, µM (series often up to 46.1 µM), without a hit: top-dose ratio change, negative = lower green/red ratio, hits mostly inhibitors; active means well fitted inhibition curve with a large enough effect in the signal ratio, with a control signal flat, not every such curve was filed as active; inconclusive means small, poorly fitted or top-dose-only effect, or effect the other way, or a change in a side signal; the % refers to the signal ratio;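 further: potency means the concentration at half of the fitted maximal effect; plate controls were basal doxycycline-induced cells for no effect and cells given 10 µM MG132 for full effect; MG132 reads +100%, hits lower the ratio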
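Doxycycline induced both beetle luciferases in TMD8 lymphoma cells; IKK-driven degradation limits the IkappaBalpha-fused green signal, while red luminescence normalises for cell number and nonspecific effects. Compounds tested up to 46 uM, 4 hrs.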
Starred values were filed as active, the others as inactive. Unless noted, the call rests on the fitted dose curve; in most records, active means well fitted curve in the direction sought with a large enough effect; inconclusive means small, poorly fitted or top-dose-only effect, or another doubt; inactive means no such curve, though single readings can be large; an effect the other way counts as inactive or inconclusive. Some of the compounds tested; rates above refer to the full screens.

Results for CCOC(=O)C(CC)(CCC(=O)O)c1csc(N)n1 (stereo not drawn) ?
hERG WT inh: -7; Menin-MLL TR inh: 7%; PKM2 act: 3%; USP2a block: 0%; TSHR antag: 1; ASM inhibitor: 9%; Eya2 phos inh: 4%; MBNL1-CUG inh: -4%; Mito fusion act: -2%; GALK inh: 1%; BCR signal inh: -19%

What do the screens show for `O=C(C1CCC(CNS(=O)(=O)c2cccc3cccnc23)CC1)N1CCCC1` (stereo not drawn)?
hERG WT inh: 0; Menin-MLL TR inh: -23%; PKM2 act: 4%; USP2a block: -3%; TSHR antag: 3; ASM inhibitor: 0%; Eya2 phos inh: -5%; MBNL1-CUG inh: 5%; Mito fusion act: 2%; GALK inh: -4%; BCR signal inh: -3%

How did CN(CC(=O)Nc1ccccc1Cl)C(=O)c1cccc(S(=O)(=O)N2CCN(c3ccc(F)cc3)CC2)c1 do in these assays?
hERG WT inh: 33; PKM2 act: -3%; USP2a block: -5%; TSHR antag: -25; ASM inhibitor: -10%; Eya2 phos inh: 0%; MBNL1-CUG inh: -1%; Mito fusion act: -1%; GALK inh: 8%; BCR signal inh: inconclusive

How did C=CCS/C(=N\n1cnc2ccccc2c1=O)N1CCCCC1 do in these assays?
hERG WT inh: -3; Menin-MLL TR inh: 4%; PKM2 act: -4%; USP2a block: 1%; TSHR antag: 5; ASM inhibitor: 0%; Eya2 phos inh: 0%; MBNL1-CUG inh: 0%; Mito fusion act: 2%; GALK inh: -3%; BCR signal inh: 9%

Results for Nc1c(Cl)cc(Cl)cc1C(=O)OCC(=O)NC1CC1 ?
hERG WT inh: 38; Menin-MLL TR inh: 1%; PKM2 act: 3%; USP2a block: 0%; TSHR antag: -9; Eya2 phos inh: -41%; MBNL1-CUG inh: -5%; Mito fusion act: 0%; GALK inh: 0%; BCR signal inh: inconclusive

How did O=C(NCC(=O)N1CCN(c2ccccc2F)CC1)c1ccc(Br)o1 do in these assays?
hERG WT inh: -1; USP2a block: 0%; TSHR antag: 7; ASM inhibitor: -4%; Eya2 phos inh: 4%; Mito fusion act: 5%; BCR signal inh: -9%

What do the screens show for `COC1=Cc2c(ccc3ccc(=O)oc23)OC1(C)C`?
hERG WT inh: -1; Menin-MLL TR inh: inconclusive; PKM2 act: -17%; USP2a block: 1%; TSHR antag: -3; ASM inhibitor: 0%; Eya2 phos inh: -13%; MBNL1-CUG inh: inconclusive; Mito fusion act: 7%; GALK inh: 1%; BCR signal inh: inconclusive

How did COc1ccc(-n2ccc(=O)c(C(=O)O)n2)c(OC)c1 do in these assays?
hERG WT inh: -20; Menin-MLL TR inh: 6%; USP2a block: 1%; TSHR antag: 1; ASM inhibitor: -2%; Eya2 phos inh: 2%; MBNL1-CUG inh: -1%; Mito fusion act: 2%; BCR signal inh: 1%

How did COc1ccc2oc(C(=O)OCC(=O)N(Cc3ccccc3)C(C)(C)C)c(C)c2c1 do in these assays?
hERG WT inh: 6; PKM2 act: 1%; USP2a block: -1%; TSHR antag: -1; ASM inhibitor: -7%; Eya2 phos inh: 10%; MBNL1-CUG inh: -2%; Mito fusion act: -2%; GALK inh: -2%; BCR signal inh: 7%

How did CC(=O)Nc1ccc(S(=O)(=O)NCC2CCC(C(=O)NCCC(C)C)CC2)cc1 (stereo not drawn) do in these assays?
hERG WT inh: 6; Menin-MLL TR inh: inconclusive; PKM2 act: 0%; USP2a block: -2%; TSHR antag: -5; ASM inhibitor: 1%; Eya2 phos inh: -3%; MBNL1-CUG inh: -4%; Mito fusion act: 1%; GALK inh: 3%; BCR signal inh: -1%

How did Cc1nn(C(=O)c2ccco2)c(C)c1Sc1ccccc1 do in these assays?
hERG WT inh: -1; Menin-MLL TR inh: -22%; PKM2 act: 2%; USP2a block: 3%; TSHR antag: 16; ASM inhibitor: -5%; Eya2 phos inh: inconclusive; MBNL1-CUG inh: -3%; Mito fusion act: 2%; GALK inh: -1%; BCR signal inh: 4%

Results for O=C(Cc1ccccc1)NCC(=O)OCc1cccc([N+](=O)[O-])c1 ?
hERG WT inh: -13; Menin-MLL TR inh: -17%; PKM2 act: -10%; USP2a block: 1%; TSHR antag: -2; ASM inhibitor: 5%; Eya2 phos inh: 1%; MBNL1-CUG inh: inconclusive; Mito fusion act: 1%; GALK inh: 1%; BCR signal inh: 0%

What do the screens show for `Cc1ccc(C(=O)C2CCN(CC(=O)NC3CCCC3)CC2)cc1`?
hERG WT inh: 3; Menin-MLL TR inh: -3%; PKM2 act: 2%; USP2a block: -1%; TSHR antag: 7; ASM inhibitor: 1%; Eya2 phos inh: -8%; MBNL1-CUG inh: -2%; Mito fusion act: -3%; GALK inh: -1%; BCR signal inh: -1%

Results for CCOc1ccc(N=C2SC(C(=O)O)CC(=O)N2C)cc1 (stereo not drawn) ?
hERG WT inh: -2; Menin-MLL TR inh: -11%; PKM2 act: -5%; USP2a block: -2%; TSHR antag: 7; ASM inhibitor: -2%; Eya2 phos inh: 6%; MBNL1-CUG inh: 2%; Mito fusion act: 1%; GALK inh: 1%; BCR signal inh: 8%

How did CCOc1ccc(NS(=O)(=O)c2csc(C(N)=O)c2)cc1 do in these assays?
hERG WT inh: 18; Menin-MLL TR inh: -12%; USP2a block: 0%; TSHR antag: -2; ASM inhibitor: 0%; Eya2 phos inh: -26%; MBNL1-CUG inh: -5%; Mito fusion act: -19%; BCR signal inh: 1%

What do the screens show for `CC1(c2nnc(Cc3ccccc3)o2)CC(c2ccccc2F)=NO1` (stereo not drawn)?
hERG WT inh: 4; USP2a block: 1%; TSHR antag: -3; ASM inhibitor: -2%; Eya2 phos inh: -6%; Mito fusion act: inconclusive; BCR signal inh: 1%

What do the screens show for `CCc1ccc(OC(=O)c2ccn(CC)n2)cc1`?
hERG WT inh: 3; Menin-MLL TR inh: 5%; PKM2 act: -13%; USP2a block: 4%; TSHR antag: -4; ASM inhibitor: -3%; Eya2 phos inh: 1%; MBNL1-CUG inh: 0%; Mito fusion act: 1%; GALK inh: -1%; BCR signal inh: inconclusive

What do the screens show for `Cc1cccc(-n2c(SCC(=O)NC3CCCC3)nnc2-c2ccoc2C)c1`?
hERG WT inh: -6; Menin-MLL TR inh: -16%; PKM2 act: 11%; USP2a block: -3%; TSHR antag: 27; ASM inhibitor: 0%; Eya2 phos inh: 4%; MBNL1-CUG inh: -10%; Mito fusion act: 5%; GALK inh: -4%; BCR signal inh: 12%

Screening data: PubChem BioAssay, National Center for Advancing Translational Sciences (NCATS)
